SKN-1 block: C. elegans SKN-1 inhibition | C. elegans VP596 Pgst-4::GFP/RFP ratio, acrylamide-induced, 24 h | inhibition, % at 21.8 µM | actives 0.49% (n = 360,000) | AID 624304;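 active = interference check ratio from 0.5 to 1.5 plus GFP to RFP signal ratio inhibition reaching or exceeding a fixed threshold, cut at about 30% in these data, passing the limit was not always enough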; note: some compounds called inactive have numbers as strong as hits
PABP1 MLLE inh: blocks PAM2 peptide binding to the PABP1 MLLE domain | AID 588489 | P11940 | GST-MLLE / FITC-PAM2 fluorescence polarization | actives 0.36% (n = 360,000) | inhibition, % at 20 µM; in the data active = inhibition above about 35%, passing the limit was not always enough;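 note: plate controls were DMSO wells with GST-MLLE for no effect and wells lacking GST-MLLE protein for full effect; some results filed as inactive read as strong as hits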
MT1-MMP act inh: MT1-MMP (human) activation inhibition | P50281 | HT1080 RFP-PRO-GFP cells, GFP/RFP ratio fluorescence, overnight; percent of plate control window, DMSO zero | GFP/RFP ratio change, % at 20 µM | actives 0.061% (n = 360,000) | AID 651647;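 active = GFP/RFP ratio change of at least 30% with cell ATP level not reduced by more than half and red fluorescence within 50% of control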; note: strong numbers were not always called active
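Assay system: RFP-PRO-GFP reporter HT1080 cells; read-out basis: GFP/RFP fluorescence ratio; benchmarks: DMSO wells and RFP-L50D-GFP cells; doses: 20 µM single dose, 1% DMSO; schedule: overnight cell settling, then overnight compound exposure, 37 °C, 5% CO2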
CendR NRP1 mod: modulators of CendR peptide binding to human neuropilin-1; O14786; FAM-RPARPAR peptide binding to NRP-1, fluorescence polarization; inhibition, % at 25 µM; actives 0.85% (n = 360,000); AID 602438;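 active = inhibition or corrected inhibition above about 18%, plus a signal ratio from 0.5 to 1.5, limit read from the data, passing the limit was not always enough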; note: strong numbers were not always called active
Rin1-Abl PPI inh: blocks binding of human Rin1 to Abl. inhibition, % at 7.35 µM. AID 588664. P00519+Q13671. TR-FRET Rin1/Abl binding, biochemical. actives 0.4% (n = 360,000); in the data active = inhibition above about 5%, passing the limit was not always enough
FAS TE block: blocks the thioesterase domain of human fatty acid synthase; P49327; recombinant FAS-TE, OMFH fluorogenic substrate, fluorescence endpoint; inhibition, % at 15 µM; actives 0.67% (n = 360,000); AID 602261;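 active = compounds whose normalised, plate-corrected inhibition of enzyme fluorescence in the single-dose primary screen is 50% or more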;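 note: 0% = DMSO with enzyme and 100% = substrate without enzyme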
MsrA act: activators of bovine methionine sulfoxide reductase A; purified bovine MsrA, absorbance read-out; AID 602163; actives 0.3% (n = 360,000); activation, % at 10.6 µM; in the data active = activation above about 7.5%;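 note: 0% = vehicle and 100% = reference activator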
eLon inh: inhibits E. coli Lon protease; P0A9M0; purified E. coli Lon protease, fluorescence polarization; inhibition, % at 7.94 µM; actives 0.42% (n = 360,000); AID 602123; in the data active = inhibition above about 13%, passing the limit was not always enough;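 note: 0% = enzyme with probe and DMSO and 100% = no enzyme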
Target sequence (P0A9M0 whole entry, looked up): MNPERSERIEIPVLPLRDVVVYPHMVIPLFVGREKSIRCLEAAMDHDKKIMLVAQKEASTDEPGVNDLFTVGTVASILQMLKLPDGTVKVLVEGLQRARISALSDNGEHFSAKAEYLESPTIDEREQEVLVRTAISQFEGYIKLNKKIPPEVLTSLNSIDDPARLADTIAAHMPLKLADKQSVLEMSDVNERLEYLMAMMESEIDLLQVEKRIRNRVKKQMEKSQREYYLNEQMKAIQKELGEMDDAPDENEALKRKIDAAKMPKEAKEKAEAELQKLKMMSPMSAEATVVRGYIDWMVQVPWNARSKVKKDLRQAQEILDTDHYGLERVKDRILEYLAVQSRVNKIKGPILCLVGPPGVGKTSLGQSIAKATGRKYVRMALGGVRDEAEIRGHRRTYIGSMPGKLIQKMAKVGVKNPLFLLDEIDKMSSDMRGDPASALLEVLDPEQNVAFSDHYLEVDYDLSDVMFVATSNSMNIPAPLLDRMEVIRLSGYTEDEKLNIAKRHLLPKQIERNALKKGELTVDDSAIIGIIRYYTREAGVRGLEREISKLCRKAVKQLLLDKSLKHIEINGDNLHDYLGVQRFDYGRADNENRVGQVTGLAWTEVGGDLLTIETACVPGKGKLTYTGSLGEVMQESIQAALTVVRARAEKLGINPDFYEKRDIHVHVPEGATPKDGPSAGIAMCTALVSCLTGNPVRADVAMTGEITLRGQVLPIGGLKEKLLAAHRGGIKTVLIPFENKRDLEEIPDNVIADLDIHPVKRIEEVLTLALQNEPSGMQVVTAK
Neddylation inh: cullin neddylation inhibition; P61081+Q13564; calls only at 25 µM; TR-FRET cullin neddylation, biochemical; actives 0.58% (n = 360,000); in the data active = inhibition above about 36%
Numbers without * were called inactive; i = inactive. Rows were taken by chance; about 4% have a hit in one of these screens.

SMILES	SKN-1 block	PABP1 MLLE inh	MT1-MMP act inh	CendR NRP1 mod	Rin1-Abl PPI inh	FAS TE block	MsrA act	eLon inh	Neddylation inh
CCCNC(=O)c1ccc(N2CCC3(CC2)CC(c2cccc(Br)c2)=NO3)c(NC(=O)c2ccco2)c1	8	-4	5	-2	2	20	-2	5	i
CCOC(=O)CC1C(=O)NCCN1S(=O)(=O)c1ccc(Cl)c(Cl)c1 (centres undefined)	5	5	-4	0	2	2	-9	-3	i
O=C(OCC(=O)N1CCOCC1)c1ccc(O)cc1	27	4	1	10	1	-4	-5	-5	i
CCc1noc(C)c1C(=O)NNC(=O)COc1cc(C)ccc1C	2	-11	-1	-16	0	-10	-1	-6	i
CSc1nc(C)cc(SCCO)n1	7	6	-2	6	3	-2	-2	-8	i
CCc1cccc(NS(=O)(=O)c2ccc3c(c2)oc(=O)n3C)c1	4	4	-1	-15	1	4	-7	-13	i
CCCC1CCC(=NNC(=S)NCCc2ccccc2)CC1 (centres undefined)	-1	1	-3	7	2	31	-2	2	i
N#C/C(=C\c1cn[nH]c1-c1ccccc1Br)C(=O)O	4	3	1	-9	3	-3	-9	7	i
CCOC(=O)c1c(S(=O)(=O)NCC(=O)Nc2ccc(F)cc2F)c(C)n(C)c1C	3	8	0	5	7	-3	-5	4	i
OC(CN(Cc1ccccc1)Cc1ccccc1)c1ccccc1 (centres undefined)	9	-1	-7	12	0	22	-2	-2	i
COC(=O)C1(Cc2cc(-c3cccnc3)no2)CCN(C(=O)OC(C)(C)C)CC1	-15	-5	3	15	0	-6	-1	-4	i
COc1cccc(COC(=O)C2CCN(C(=O)c3ccccc3C)CC2)c1OC	-2	-3	-2	0	2	-1	0	-7	i
CC(C)(C)C(=O)Nc1nnc(SCC(=O)NC2CCCC2)s1	8	6	0	8	1	-3	-5	-1	i
COc1ccc2c(c1)CCc1sc(NC(=O)c3ccc(C)cc3)nc1-2	1	-62	-2	-8	-6	5	0	-3	i
C=CCNC(=O)C(=O)Nc1ccc2c(c1)N(S(=O)(=O)c1cccs1)CCC2	-9	-19	0	4	-1	6	-1	-9	i
Cc1cccc(C(=O)OCC(=O)NC(=O)NCc2ccccc2)c1	-3	0	-1	-9	-1	1	-7	7	i
Cc1ccc(CNC(=O)c2ccccc2NC(=O)CN2CCN(C)CC2)cc1	-31	-2	3	14	1	-5	-12	10	i
Cc1ccc(S(=O)(=O)NCCc2ccncc2)cc1C	-1	-2	-6	11	1	-1	-1	-5	i
FC(F)(F)c1nc2nc(Cl)c(Cl)nc2[nH]1	1	-6	2	-2	-5	-8	-4	0	i
CCOc1ccc(-c2nnc3ccc(SC)nn23)cc1	-5	1	-6	-4	-3	2	-3	-9	i
COC(=O)c1c(-c2ccc(C)cc2)csc1N	-12	28	3	-16	-2	3	-7	12	i
CC(=O)N1CCN(S(=O)(=O)c2ccc(C)c([N+](=O)[O-])c2)C1C(C)C (centres undefined)	-1	-4	-1	7	1	-5	-2	-3	i
CC1CCN(S(=O)(=O)c2ccc(C(=O)N3CCCCC3C(=O)O)cc2)CC1 (centres undefined)	-11	-2	5	-4	-2	-6	-5	1	i
CNc1ccc(Oc2c(F)c(F)nc(F)c2F)cc1	23	-1	0	12	-3	0	-2	0	i
CN1C(=S)SC2CS(=O)(=O)CC21C (centres undefined)	-2	5	3	3	4	-7	-2	-5	i
CCNC1CCS(=O)(=O)C1 (centres undefined)	-13	3	-1	2	-2	-6	-6	13	i
COc1cc(/C=C2\SC(=Nc3ccccc3)N(Cc3ccco3)C2=O)ccc1OC(C)C(=O)O (centres undefined)	1	13	8	-5	2	22	-10	-7	i
Cc1cc(C(=O)OC(C(=O)Nc2ccc(C)c(Cl)c2)c2ccccc2)c(C)o1 (centres undefined)	-5	-6	-4	-10	0	19	-5	1	i
O=C(CSc1n[nH]c(-c2ccncc2)n1)Nc1ccccc1Cl	17	16	0	8	-3	-9	-5	4	i
Cc1ccc(-c2cccc([C@H]3[C@@H]4C=CC[C@@H](C)[C@@H]4C(=O)N3Cc3ccccc3)c2)cc1	7	-1	-15	-2	-3	18	0	4	i

Quoted from above for reference:
SMILES	SKN-1 block	PABP1 MLLE inh	MT1-MMP act inh	CendR NRP1 mod	Rin1-Abl PPI inh	FAS TE block	MsrA act	eLon inh	Neddylation inh
O=C(OCC(=O)N1CCOCC1)c1ccc(O)cc1	27	4	1	10	1	-4	-5	-5	i
CCc1noc(C)c1C(=O)NNC(=O)COc1cc(C)ccc1C	2	-11	-1	-16	0	-10	-1	-6	i
CSc1nc(C)cc(SCCO)n1	7	6	-2	6	3	-2	-2	-8	i
CCc1cccc(NS(=O)(=O)c2ccc3c(c2)oc(=O)n3C)c1	4	4	-1	-15	1	4	-7	-13	i
CCCC1CCC(=NNC(=S)NCCc2ccccc2)CC1 (centres undefined)	-1	1	-3	7	2	31	-2	2	i
N#C/C(=C\c1cn[nH]c1-c1ccccc1Br)C(=O)O	4	3	1	-9	3	-3	-9	7	i

New compounds follow
SMILES	SKN-1 block	PABP1 MLLE inh	MT1-MMP act inh	CendR NRP1 mod	Rin1-Abl PPI inh	FAS TE block	MsrA act	eLon inh	Neddylation inh
COc1ccc(-c2nc3c(C)cc(Br)cn3c2Cc2cccc(F)c2)cc1OC	7	8	-5	-2	-57	25	-6	-17	i
CCOC(=O)CSC1=Nc2ccccc2C2=NC(CC(=O)NCc3ccccc3)C(=O)N12 (centres undefined)	7	7	-4	-2	3	-1	-1	3	i
COc1ccccc1NC(=O)CSc1nnc(Cn2c(=O)sc3ccccc32)n1C	0	-25	-3	-1	-4	-5	-10	4	i
O=C(NCc1cc(Cl)cc(Cl)c1)c1ccc2nc(COCCO)[nH]c2c1	14	-2	6	-5	-3	-2	0	-7	i
O=C(COC(=O)c1cccnc1SC(F)F)NC1CC1	-1	15	-2	13	2	-5	-6	2	i
CCOc1ccc(C(=O)NC(C(=O)NCc2ccccc2OC)C(C)C)cc1 (centres undefined)	-4	0	-18	3	1	-2	-1	6	i
O=c1c([N+](=O)[O-])c[nH]c2ccccc12	13	-12	1	-1	0	-7	-6	1	i
COC(=O)CSc1nnc(CNS(=O)(=O)c2ccc(Br)cc2)n1C	1	11	-3	13	0	-2	0	6	i
O=C1CCN(Cc2ccccc2)CCN1[C@H](CO)c1ccccc1	12	7	5	4	4	-9	-5	5	i
Cc1cc(C)n(-c2ccc(C(=O)OCn3nnc4ccccc4c3=O)cc2)n1	19	-11	-3	-5	-4	40	0	4	i
Cc1cc(C)c(S(=O)(=O)N2CCCC(C(=O)NC3CCCC3)C2)c(C)c1 (centres undefined)	-3	-8	-7	11	2	4	-2	2	i
CCCCNC(=S)NNC(=O)c1cc(C2CC2)nc2ccccc12	9	-5	-1	9	3	1	-1	-12	i
CC1=C(C(=O)N2CCOCC2)C(c2cc(C)ccc2C)NC(=S)N1 (centres undefined)	7	-122	-1	4	3	-6	-5	-12	i
Cc1nc(C(=O)Nc2ccccc2)sc1C(=O)Nc1ccccc1	9	17	12	-12	-1	15	-10	9	i
COCCCNC(=O)c1ccc([N+](=O)[O-])c(Cl)c1	8	-1	1	-5	-5	-7	-5	3	i

Next part (6 carried over from the part before).
SMILES	SKN-1 block	PABP1 MLLE inh	MT1-MMP act inh	CendR NRP1 mod	Rin1-Abl PPI inh	FAS TE block	MsrA act	eLon inh	Neddylation inh
Cc1cc(C)n(-c2ccc(C(=O)OCn3nnc4ccccc4c3=O)cc2)n1	19	-11	-3	-5	-4	40	0	4	i
Cc1cc(C)c(S(=O)(=O)N2CCCC(C(=O)NC3CCCC3)C2)c(C)c1 (centres undefined)	-3	-8	-7	11	2	4	-2	2	i
CCCCNC(=S)NNC(=O)c1cc(C2CC2)nc2ccccc12	9	-5	-1	9	3	1	-1	-12	i
CC1=C(C(=O)N2CCOCC2)C(c2cc(C)ccc2C)NC(=S)N1 (centres undefined)	7	-122	-1	4	3	-6	-5	-12	i
Cc1nc(C(=O)Nc2ccccc2)sc1C(=O)Nc1ccccc1	9	17	12	-12	-1	15	-10	9	i
COCCCNC(=O)c1ccc([N+](=O)[O-])c(Cl)c1	8	-1	1	-5	-5	-7	-5	3	i
COc1ccc(CNC(=O)N2CCN(c3ccccc3OC)CC2)cc1	4	12	2	14	0	-5	0	5	i
CCCCC(CC)C(=O)N1CCN(C(=O)c2ccco2)CC1 (centres undefined)	9	6	-1	-1	4	-8	-4	-4	i
COc1ccc(C2c3[nH]c4ccccc4c3CCN2C(=O)c2ccc(=O)n(C)n2)c(F)c1 (centres undefined)	12	-2	0	5	6	3	0	-2	i
CC(C)CC(=O)Nc1ccc(C(=O)Cn2c(=O)oc3ccccc32)cc1	3	-5	-1	-12	0	-7	-5	3	i
Cc1nc(NCC2CCCO2)c2nnn(Cc3ccccc3)c2n1 (centres undefined)	8	2	2	3	-3	-7	-10	4	i
Cc1c(OCC(=O)NCCN2CCOCC2)ccc2c(-c3ccccc3)cc(=O)oc12	-9	-5	3	-2	1	0	-7	-3	i
O=C(CN1CCN(C(=O)CCC(=O)N2CCC(c3ccccc3)=N2)CC1)Nc1ccc(F)cc1	7	-6	1	0	-1	0	-10	15	i
Cc1ccc[n+](C(C)C(=O)Nc2ccc(C)c(C)c2)c1 (centres undefined)	-5	-6	0	1	0	-8	-1	-6	i
O=C(COc1cccnc1[N+](=O)[O-])NCCc1ccccc1	-17	2	2	0	-3	10	-3	0	i
COCCNC(=S)NC1CC2CCC(C1)N2Cc1ccccc1 (centres undefined)	4	-2	1	12	2	-7	-5	-5	i
O=C(Nc1cccnc1)c1cnn2cccnc12	-8	6	1	-6	3	-5	-3	-6	i
CCOP(=O)(OCC)c1nc(-c2ccc(Br)cc2)oc1N1CCCCC1	6	4	-8	3	0	1	0	-3	i
Clc1ccc(Nc2ccccc2)nn1	-6	-3	5	0	-4	-4	-7	7	i
O=C(CN1CCN(C/C=C/c2ccccc2)CC1)Nc1ccc(F)cc1F	1	-7	7	7	-3	3	-3	0	i
CCOC(=O)c1ccc(NS(=O)(=O)c2c(N)[nH]c(=O)[nH]c2=O)cc1	7	3	0	-9	2	-7	-5	-2	i

Entries of single compounds, quoted from the list.
`COc1ccc(C2c3[nH]c4ccccc4c3CCN2C(=O)c2ccc(=O)n(C)n2)c(F)c1` (centres undefined) is listed with SKN-1 block: 12; PABP1 MLLE inh: -2; MT1-MMP act inh: 0; CendR NRP1 mod: 5; Rin1-Abl PPI inh: 6; FAS TE block: 3; MsrA act: 0; eLon inh: -2; Neddylation inh: i
`Cc1c(OCC(=O)NCCN2CCOCC2)ccc2c(-c3ccccc3)cc(=O)oc12` is listed with SKN-1 block: -9; PABP1 MLLE inh: -5; MT1-MMP act inh: 3; CendR NRP1 mod: -2; Rin1-Abl PPI inh: 1; FAS TE block: 0; MsrA act: -7; eLon inh: -3; Neddylation inh: i
